TNAP activators: stimulation of alkaline phosphatase TNAP activity – biochemical, luminescent, no phosphate acceptor, uHTS, primary screen (AID 1001); purified TNAP, luminescent activation assay, no phosphate acceptor; higher activation fold means a stronger effect; activation fold at 20 µM; hits with a dose series show EC50 in µM; actives 0.03% (n = 200,000); in the data active means activation fold from about 3, or a potency from the dose series; inactive means the rest, 99 in 100 with activation fold below about 1.6; further: many of its hits are not listed in these tables
T cell HTS: T cell immune modulators affecting CD8 T cell-vesicle binding. AID 2052. 2C CD8+ T cell-vesicle binding, flow cytometry; hits give low values. actives 0.068% (n = 330,000). calls only at 7 µM;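 active means response, share of CD8 T cells binding vesicles, and their 90th percentile fluorescence all below set limits, cut at about 80% in these data, passing the limit was not always enough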
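Material: 2C TCR transgenic mouse naive CD8+ T cells, MACS-purified. Also added: QL9-charged Drosophila Ld/ICAM-1/B7-1 vesicles. Timing: binding 1.5 h at 37 °C. Measured by: high-throughput flow cytometry with anti-B7-1 and anti-CD8 staining. Read-out: percent CD8+ FL2 mean versus row control. Controls: Unloaded micro-vesicles (low), QL9 vesicles with 0.7% DMSO (high).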
b-catenin transl: alters nuclear translocation of beta-catenin in HeLa cells | immunofluorescence imaging | nuclear translocation activity, % at 5 µM | actives 0.3% (n = 190,000) | AID 1665;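 active means nuclear translocation activity above 50% at 5 µM, with a well cell count of 50 or more; inconclusive means wells under 50 cells across six images, flagged as toxic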;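 further: per-cell ratio of nuclear to cytoplasmic median beta-catenin stain intensity; plate controls were DMSO negative control for no effect and GSK-3 inhibitor IX positive control for full effect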
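Read-out: Nuclear/cytoplasmic beta-catenin signal ratio, % activation | Assay system: Human HeLa cell line | Times: 24 h compound exposure at 37°C, 5% CO2 | Signal: Fluorescence imaging of beta-catenin antibody stain plus DAPI | Dosing: 5 µM primary, 0.02–20 µM confirmation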
PMI inhibitors: inhibitors of human PMI, primary screen, biochemical, fluorescence intensity, coupled assay (AID 1209) | purified PMI enzyme, coupled fluorescence intensity; higher % means a stronger effect | inhibition, % at 20 µM, or IC50 in µM where a hit was titrated | actives 0.42% (n = 190,000); in the data active means inhibition above about 50%;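 further: plate controls were DMSO vehicle for no effect and wells lacking substrate for full effect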
Dynein transport: blocks dynein driven cargo transport along microtubules; 3617.4 mouse cells, GR-EGFP nuclear translocation imaging; test concentration mostly 20 µM; stimulated with dexamethasone, 1 µM; hits give low values; AID 1381; actives 0.47% (n = 220,000); z-score, hits read low;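 active means plate z-score of nuclear minus cytoplasmic receptor signal below a set negative limit, without overly bright fluorescence or cell loss, cut at about -3.5 in these data, passing the limit was not always enough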;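 further: z-score of nuclear minus cytoplasmic ring GR-EGFP intensity difference per well; some compounds called inactive have numbers as strong as hits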
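Buffer or medium – tet-free medium with charcoal-stripped serum · Signal – automated 10x imaging of fixed Hoechst-stained cells · Also added – dexamethasone agonist, 1.0 µM final, for 30 min · Incubation – induction 48 h, compound 1 h, agonist 30 min · Read-out – GR-EGFP nuclear translocation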
Myeloid diff 2: myeloid differentiation induction; actives 1% (n = 360,000); ER-HoxA9 myeloid progenitors, lysozyme-GFP differentiation, flow cytometry; calls only at 10 µM;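 active means normalized GFP-positive differentiation at or above the plate's own cutoff, the solvent-only control mean plus 3 SD; inconclusive means no clear call, values can overlap the other calls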;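 further: cells exposed to compound for four days before flow analysis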
Lipid droplet: hepatic lipid droplet formation modulation; actives 0.4% (n = 240,000); AML12 mouse hepatocytes, oleate lipid droplets, BODIPY imaging; inhibition, % at 6.5 µM;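 active means lipid droplet intensity inhibited by at least 50%, with more than 500 cells counted; inconclusive means wells with under 300 cells, treated as cytotoxic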
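Material: mouse AML12 hepatocyte cell line, fixed after treatment; Timing: compound with oleate, overnight; Technique: high-content imaging of BODIPY-stained droplets and DAPI nuclei; Probe or stimulus: oleate, 100 µM final; Dosing: compound at 6.5 µM only.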
MT stabilize HCS: microtubule stabilization, imaging screen. HeLa tubulin immunostaining HCS, 24 h; share of cells brighter than vehicle mean+2SD. % tubulin-high responders, % at 10 µM. actives 0.83% (n = 200,000);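 active means plate Z-score above 3 for both tubulin-high and condensed-nucleus cell shares, with cell loss under 80%, at 10 µM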;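 further: anti alpha tubulin signal scored within the nucleus-defined area of each cell; some results filed as inactive read as strong as hits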
Insulin prom up: MIN6 insulin promoter up-regulation. actives 0.3% (n = 190,000). MIN6 insulin promoter-GFP reporter, high-content imaging; hits give high values. z-score at 5 µM. AID 1625;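 active means z-score above 3 at 5 µM with at least 500 cells counted in the well; inconclusive means wells under 500 cells, flagged as cytotoxic or low count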
Dynein transport cytoplasmic EGFP: second read-out of Dynein transport, no call of its own (marks repeat the call); z-score; measured here: cytoplasmic GR-EGFP intensity; hits give high values
Dynein transport nuclear GR-EGFP: second read-out of Dynein transport, no call of its own (marks repeat the call); z-score; measured here: nuclear GR-EGFP intensity;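 lower value marks the stronger effect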
Dynein transport cell count: also measured in Dynein transport; calls as there; z-score; measured here: cell count per field
Insulin prom up cell count: recorded beside Insulin prom up, whose call it bears; cell count; measured here: cytotoxicity, nuclei count;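 total cells summed across four imaged fields per well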
Lipid droplet cells 6.5 µM: second read-out of Lipid droplet, no call of its own (marks repeat the call); cell count; measured here: cell count, cytotoxicity flag;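 cells counted across two imaged fields per well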
b-catenin transl cell count 5 µM: second read-out of b-catenin transl, no call of its own (marks repeat the call); cell count; measured here: cell count, cytotoxicity flag
T cell HTS vesicle-bound %: further read-out of T cell HTS, marked with its call; double positive events, %; measured here: CD8+ vesicle-bound cell fraction;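 binding gate set so that unloaded-vesicle control wells show 10% double positive cells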
MT stabilize HCS Hoechst-high %: second read-out of MT stabilize HCS, no call of its own (marks repeat the call); % Hoechst-high responders; measured here: nuclear condensation Hoechst responders;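 share of cells brighter than vehicle mean plus two SD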
MT stabilize HCS cytotoxicity %: second read-out of MT stabilize HCS, no call of its own (marks repeat the call); toxicity, %; measured here: cytotoxicity by cell density;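 0% = mean cell density of plate MIN control wells and 100% = no cells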
Myeloid diff 2 GFP+ MAC1+ %: second read-out of Myeloid diff 2, no call of its own (marks repeat the call); GFP+ MAC1+ double positive, %; measured here: differentiation confirmed by MAC1 staining
The depositor's hits bear a star.

For CC(NC(=S)NC1CCCCC1)C(c1ccccc1)N1CCOCC1 (stereo not drawn) the results were TNAP activators 1, T cell HTS inactive, b-catenin transl 0.7, PMI inhibitors 11%, Dynein transport -0.11, Myeloid diff 2 inactive, Lipid droplet -6, MT stabilize HCS 1.1, Insulin prom up 1.9, Dynein transport cytoplasmic EGFP -0.14, Dynein transport nuclear GR-EGFP -0.62, Dynein transport cell count -0.4, Insulin prom up cell count 1495, Lipid droplet cells 6.5 µM 614, b-catenin transl cell count 5 µM 1086, T cell HTS vesicle-bound % 64, MT stabilize HCS Hoechst-high % 1.7, MT stabilize HCS cytotoxicity % 1.8 and Myeloid diff 2 GFP+ MAC1+ % 0.7.
`O=C(O)Cn1c2ccccc2c2ccccc21` gave TNAP activators 1.2, T cell HTS inactive, b-catenin transl 0.8, PMI inhibitors 0%, Dynein transport -0.44, Myeloid diff 2 inactive, Lipid droplet -4, MT stabilize HCS 3.2, Insulin prom up -0.59, Dynein transport cytoplasmic EGFP -0.34, Dynein transport nuclear GR-EGFP -0.32, Dynein transport cell count 0.7, Insulin prom up cell count 1404, Lipid droplet cells 6.5 µM 701, b-catenin transl cell count 5 µM 1004, T cell HTS vesicle-bound % 62, MT stabilize HCS Hoechst-high % 2.4, MT stabilize HCS cytotoxicity % 4.9 and Myeloid diff 2 GFP+ MAC1+ % 0.2.
COC(=O)c1ccc(C2/C(=C(/O)c3ccc(OC)cc3)C(=O)C(=O)N2Cc2ccco2)cc1 (stereo not drawn) was read as TNAP activators 1.1, T cell HTS inactive, b-catenin transl 0.3, PMI inhibitors -24%, Dynein transport -0.6, Myeloid diff 2 inactive, Lipid droplet -6, MT stabilize HCS 3.3, Dynein transport cytoplasmic EGFP -0.17, Dynein transport nuclear GR-EGFP -0.32, Dynein transport cell count 0.47, Lipid droplet cells 6.5 µM 716, b-catenin transl cell count 5 µM 1114, T cell HTS vesicle-bound % 14, MT stabilize HCS Hoechst-high % 2.7, MT stabilize HCS cytotoxicity % 10.0 and Myeloid diff 2 GFP+ MAC1+ % 5.6.
For O=C(CNc1cccc(C(F)(F)F)c1)N/N=C/c1ccccc1C(=O)O the results were T cell HTS inactive, b-catenin transl -1.7, Dynein transport -0.41, Myeloid diff 2 inactive, Lipid droplet -4, Insulin prom up -0.42, Dynein transport cytoplasmic EGFP 0.22, Dynein transport nuclear GR-EGFP -0.13, Dynein transport cell count 0.0033, Insulin prom up cell count 1446, Lipid droplet cells 6.5 µM 725, b-catenin transl cell count 5 µM 1128, T cell HTS vesicle-bound % 59 and Myeloid diff 2 GFP+ MAC1+ % 0.6.
Screening Cc1ccc(Cl)cc1-c1ccc(/C=N/n2cnnc2)o1 returned TNAP activators 1.1, T cell HTS inactive, PMI inhibitors 3%, Dynein transport 0.14, Myeloid diff 2 inactive, Lipid droplet 4, MT stabilize HCS 9.8, Insulin prom up -0.8, Dynein transport cytoplasmic EGFP -0.23, Dynein transport nuclear GR-EGFP 0.2, Dynein transport cell count -0.037, Insulin prom up cell count 1300, Lipid droplet cells 6.5 µM 711, T cell HTS vesicle-bound % 4, MT stabilize HCS Hoechst-high % 3.8, MT stabilize HCS cytotoxicity % 0.6 and Myeloid diff 2 GFP+ MAC1+ % 0.1.
`CC(C)Cc1nc(NCCN2CCOCC2)c(C#N)c2c1COC(C)(C)C2` gave TNAP activators 1, T cell HTS inactive, b-catenin transl 1.2, PMI inhibitors 7%, Dynein transport -0.13, Myeloid diff 2 inactive, Lipid droplet -4, MT stabilize HCS 2.8, Insulin prom up -1.3, Dynein transport cytoplasmic EGFP -0.32, Dynein transport nuclear GR-EGFP -0.14, Dynein transport cell count 0.88, Insulin prom up cell count 1491, Lipid droplet cells 6.5 µM 777, b-catenin transl cell count 5 µM 915, T cell HTS vesicle-bound % 53, MT stabilize HCS Hoechst-high % 2.0, MT stabilize HCS cytotoxicity % 9.6 and Myeloid diff 2 GFP+ MAC1+ % 0.6.
Screening CCCCOC(=O)Nc1ccccc1C(=O)N1CCCC1 returned TNAP activators 1.1, T cell HTS inactive, b-catenin transl -3.0, PMI inhibitors -8%, Dynein transport 0.32, Myeloid diff 2 inactive, Lipid droplet -6, MT stabilize HCS 3.7, Insulin prom up -2.9, Dynein transport cytoplasmic EGFP -0.28, Dynein transport nuclear GR-EGFP 0.69, Dynein transport cell count 0.94, Insulin prom up cell count 609, Lipid droplet cells 6.5 µM 721, b-catenin transl cell count 5 µM 593, T cell HTS vesicle-bound % 2, MT stabilize HCS Hoechst-high % 2.0, MT stabilize HCS cytotoxicity % 12 and Myeloid diff 2 GFP+ MAC1+ % 0.2.
Screening COC(=O)C1C(=O)c2c([nH]c(C(=O)OC3CCCCC3)c2C)CC1C (stereo not drawn) returned TNAP activators 1.1, T cell HTS inactive, b-catenin transl -1.8, PMI inhibitors 19%, Dynein transport -0.62, Myeloid diff 2 inactive, Lipid droplet 2, MT stabilize HCS 2.1, Dynein transport cytoplasmic EGFP -0.19, Dynein transport nuclear GR-EGFP -0.11, Dynein transport cell count 0.046, Lipid droplet cells 6.5 µM 734, b-catenin transl cell count 5 µM 1120, T cell HTS vesicle-bound % 60, MT stabilize HCS Hoechst-high % 2.3, MT stabilize HCS cytotoxicity % 8.7 and Myeloid diff 2 GFP+ MAC1+ % 2.1.
O=C(Nc1ccn(Cc2c(F)c(F)c(F)c(F)c2F)n1)c1cccc(Cn2cc([N+](=O)[O-])cn2)c1 was read as TNAP activators 1.1, T cell HTS inactive, PMI inhibitors 8%, Dynein transport -0.49, Myeloid diff 2 inconclusive, MT stabilize HCS 2.8, Insulin prom up -0.61, Dynein transport cytoplasmic EGFP -0.26, Dynein transport nuclear GR-EGFP -0.075, Dynein transport cell count 0.64, Insulin prom up cell count 912, T cell HTS vesicle-bound % 50, MT stabilize HCS Hoechst-high % 1.9 and MT stabilize HCS cytotoxicity % 6.1.
Screening CCOc1ccc(C2NC(=O)C(C#N)=C(S)N2c2ccc(OC)cc2)cc1OC (stereo not drawn) returned TNAP activators 1, T cell HTS inactive, b-catenin transl 2.1, PMI inhibitors -15%, Dynein transport 0.93, Myeloid diff 2 inactive, MT stabilize HCS 3.5, Insulin prom up 0.16, Dynein transport cytoplasmic EGFP -0.25, Dynein transport nuclear GR-EGFP -0.67, Dynein transport cell count 1, Insulin prom up cell count 1417, b-catenin transl cell count 5 µM 1402, T cell HTS vesicle-bound % 69, MT stabilize HCS Hoechst-high % 2.2, MT stabilize HCS cytotoxicity % 6.8 and Myeloid diff 2 GFP+ MAC1+ % 0.5.
`O=C(CNC1CCCCC1)NN=C(c1ccccc1)c1ccccc1` gave TNAP activators 1, T cell HTS inactive, b-catenin transl 0.5, PMI inhibitors 5%, Dynein transport -1.1, Myeloid diff 2 inactive, Lipid droplet 38, MT stabilize HCS 1.8, Insulin prom up -0.18, Dynein transport cytoplasmic EGFP -0.24, Dynein transport nuclear GR-EGFP -0.92, Dynein transport cell count 0.91, Insulin prom up cell count 1418, Lipid droplet cells 6.5 µM 611, b-catenin transl cell count 5 µM 1468, T cell HTS vesicle-bound % 19, MT stabilize HCS Hoechst-high % 2.0, MT stabilize HCS cytotoxicity % 4.1 and Myeloid diff 2 GFP+ MAC1+ % 0.7.
For CCOc1ccc(C2CC(=O)n3nc(C45CC6CC(CC(C6)C4)C5)nc3S2)cc1OC (stereo not drawn) the results were TNAP activators 0.2, T cell HTS inactive, b-catenin transl 1.9, PMI inhibitors 6%, Dynein transport 2.6, Myeloid diff 2 inactive, MT stabilize HCS 1.8, Insulin prom up 0.03, Dynein transport cytoplasmic EGFP -0.15, Dynein transport nuclear GR-EGFP 0.99, Dynein transport cell count -2.4, Insulin prom up cell count 1367, b-catenin transl cell count 5 µM 1398, T cell HTS vesicle-bound % 30, MT stabilize HCS Hoechst-high % 1.7, MT stabilize HCS cytotoxicity % 7.1 and Myeloid diff 2 GFP+ MAC1+ % 0.3.
O=C1CCCc2c1cc(C(=O)Nc1ccc(Br)cn1)c(=O)n2-c1ccccc1 was read as TNAP activators 1.1, T cell HTS inactive, PMI inhibitors -2%, Dynein transport 0.55, Myeloid diff 2 inactive, Lipid droplet 6, MT stabilize HCS 3.1, Insulin prom up -0.33, Dynein transport cytoplasmic EGFP -0.23, Dynein transport nuclear GR-EGFP 0.087, Dynein transport cell count 0.7, Insulin prom up cell count 1253, Lipid droplet cells 6.5 µM 709, T cell HTS vesicle-bound % 18, MT stabilize HCS Hoechst-high % 2.1, MT stabilize HCS cytotoxicity % 12 and Myeloid diff 2 GFP+ MAC1+ % 0.7.

Screening results from PubChem BioAssay.
